Assay outcomes deposited in PubChem BioAssay by several laboratories.
NS5 inhibitors: Dengue-2 NS5 methyltransferase inhibitors, primary screen, biochemical, confirmation dose response (AID 588689); Dengue-2 NS5 methyltransferase capping enzyme assay, biochemical; higher % means a stronger effect; inhibition, % at 25 µM; hits with a dose series show IC50 in µM; hit rate 0.3% among 340,000; in the data active = a potency from the dose series; inconclusive = inhibition above about 29% without an active follow-up result
SV40 large T antigen: SV40 large T antigen inhibitors, biochemical (AID 1903). SV40 large T antigen ATPase/helicase inhibition assay; higher % means a stronger effect. inhibition, % at 20 µM; hits with a dose series show IC50 in µM. hit rate 0.39% among 310,000; in the data active = a potency from the dose series; inconclusive = inhibition mostly from about 32% at the one dose, without a potency; inactive = the rest, 99 in 100 with inhibition below about 32%; note: strong numbers were not always called active
PhoP inhibition: inhibitors of PhoP regulon expression, primary screen, Salmonella Typhimurium, GFP reporter (AID 1863); S. Typhimurium PhoP-regulated promoter GFP reporter, 4 h; higher % means a stronger effect; one-dose inhibition, % at 50 µM; IC50 in µM for titrated hits; hit rate 0.16% among 300,000;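 active = inhibition over 29.93%, a cutoff 3 SD above the screen mean, later confirmed by dose response; inconclusive = inhibition over 29.93% but no dose response follow-up; inactive = inhibition at most 29.93% or unconfirmed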;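 note: 0% = low Mg2+ inducing control and 100% = high Mg2+ repressing control; strong numbers were not always called active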
MgcRacGAP inhibition: MgcRacGAP GTPase-activating activity inhibitors, confirmation, biochemical, ADP Hunter fluorescence. one-dose inhibition, % at 30 µM; IC50 in µM for titrated hits. AID 624330. hit rate 0.6% among 340,000. MgcRacGAP-stimulated Rac1 GTP hydrolysis, ADP Hunter fluorescence; higher % means a stronger effect; GST-tagged Rac1 F28L mutant substrate;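 active = first-screen hits whose inhibition reached a set limit at any dose in the follow-up dose series; inconclusive = inhibition above the set first-screen limit but never retested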;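 note: fluorescence reports GDP produced by GAP-driven GTP hydrolysis; strong numbers were not always called active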
RSV CPE inhibition: RSV antiviral activity via CPE protection, HEp-2 cells, primary 10 µM value included (AID 2391); HEp-2 cells, RSV-induced CPE inhibition; higher % means a stronger effect; hit rate 0.13% among 310,000; CPE inhibition, % at 10 µM, or IC50 in µM where a hit was titrated; in the data active = a potency from the dose series; inconclusive = CPE inhibition mostly from about 23% at the one dose, without a potency; inactive = the rest, 99 in 100 with CPE inhibition below about 21%; note: strong numbers were not always called active
CSM14.1 death rescue: protection against thapsigargin-triggered cell killing – 384-well, CSM14.1, ATP luminescence, primary screen (AID 1222); CSM14.1 thapsigargin-induced death rescue, ATP luminescence; higher % means a stronger effect; one-dose cellular ATP content (survival), % at 20 µM; EC50 in µM for titrated hits; 190,000 tested, under 10 active;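 active = EC50 below 50 µM in the dose-response confirmation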;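 note: death triggered by thapsigargin at about 15 µM added after 2 h compound pretreatment; cell ATP read after overnight thapsigargin exposure of roughly 18 to 22 hours; normalized against plate controls of thapsigargin alone and 5% DMSO vehicle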
West Nile antiviral: inhibition of WNV-induced cytopathic effect – cell-based, CPE readout (AID 1621); West Nile virus-infected cells, CPE inhibition; higher % means a stronger effect; one-dose CPE inhibition, % at 10 µM; IC50 in µM for titrated hits; hit rate 0.02% among 290,000; in the data active = a potency from the dose series; inconclusive = CPE inhibition mostly from about 3.7% at the one dose, without a potency; inactive = the rest, 99 in 100 with CPE inhibition below about 2.2%; note: strong numbers were not always called active
GPR35 arrestin U2OS: GPR35 antagonists blocking zaprinast-driven arrestin recruitment, primary screen, imaging, U2OS, beta-arrestin-GFP, zaprinast agonist (AID 2058); inhibition, % at 10 µM; hits with a dose series show IC50 in µM; U2OS GPR35 beta-arrestin-GFP translocation imaging, zaprinast antagonism; higher % means a stronger effect; hit rate 0.052% among 290,000;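 active = inhibition of at least 50% with at least 30 cells and total cytoplasm GFP at most 10,000,000; inconclusive = under 30 cells or total GFP of 10,000,000 plus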
LYP inhibition: inhibitors of LYP phosphatase, biochemical, fluorescence intensity, uHTS (AID 1779) | recombinant LYP phosphatase, fluorescence intensity; higher % means a stronger effect | inhibition, % at 11.5 µM, or IC50 in µM where a hit was titrated | hit rate 0.054% among 290,000; in the data active = inhibition above about 50%;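 note: plate controls were vehicle with enzyme for no effect and no enzyme for full effect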
NS5 inhibitors pilot replicate: recorded beside NS5 inhibitors, whose call it bears; inhibition, %; measured here: pilot screen replicate inhibition
Numbers without * were called inactive; ? = inconclusive; . = not tested or not shown.

SMILES	NS5 inhibitors	SV40 large T antigen	PhoP inhibition	MgcRacGAP inhibition	RSV CPE inhibition	CSM14.1 death rescue	West Nile antiviral	GPR35 arrestin U2OS	LYP inhibition	others
Cc1cc(C)c(C(=O)CSc2n[nH]c(-c3ccncc3)n2)c(C)c1	-2%	4%	16%	2%	-0.3%	0.9%	-1.3%	-17%	3%
CCn1c(=O)cc(SCC(=O)NCCC2=CCCCC2)c2ccccc21	7%	6%	10%	11%	2.2%	-2.9%	-0.4%	6%	-1%
CCOC(=O)C1CCN(C(=O)CN2C(=O)c3ccccc3S2(=O)=O)CC1	-2%	12%	4%	6%	-1.0%	.	.	.	.
O=c1[nH]c2ccc(NC(=S)NCc3ccccc3)cc2[nH]1	4%	5%	4%	12%	-1.5%	.	0.1%	-12%	-2%
O=S(=O)(c1ccccc1)c1nc(-c2ccco2)oc1NCc1cccnc1	-9%	8%	25%	0%	3.1%	0.0%	-0.3%	1%	10%
CC1(C)NC(C)(C)C(O)(C(N)=O)C1=O (centres undefined)	-2%	1%	-3%	-1%	-0.2%	-2.6%	1.3%	-4%	-8%
CN1CCC(=NNC(=O)CSCc2ccccc2)CC1	-4%	4%	9%	11%	1.8%	-1.3%	-0.3%	13%	-8%
C#CCOCCOCCOCCNc1nc(N2CCN(C(=O)[C@H]([C@@H](C)CC)n3cc(CCCCN)nn3)CC2)nc(N2CCN(C(=O)[C@H]([C@@H](C)CC)n3cc(CCCN=C(N)N)nn3)CC2)n1	-1%	5%	.	6%	1.4%	.	.	.	.
CCOc1cc(/C=N/O)ccc1OCc1ccc(C)cc1	-4%	12%	-14%	9%	6.3%	9.0%	-1.1%	-15%	0%
CC(C)Nc1nc(Oc2ccc(Cl)cc2)cc(C(F)(F)F)n1	-1%	6%	10%	10%	4.9%	-2.0%	0.2%	-8%	-10%
C/C(CC(=O)Nc1ccc(Cl)cc1Cl)=N\NC(=O)C(=O)N1CCCC1	-10%	21%	0%	1%	1.5%	0.0%	0.2%	-5%	-5%
CNC(=O)c1c(NC(=O)C2=COCCO2)sc2c1CCC(C)C2 (centres undefined)	-8%	12%	-5%	7%	2.8%	.	-0.8%	-7%	-7%
Cc1ccc(NC(=O)Cn2c(-c3ccc(F)cc3)cnc2SCC(=O)Nc2c(C)cccc2C)cc1	-3%	1%	-5%	3%	1.5%	-0.8%	-0.2%	1%	2%
COc1ccccc1N1CCN(C(=O)/C=C/c2ccc(C)cc2)CC1	-8%	10%	-12%	10%	1.6%	0.9%	-1.9%	-6%	-1%
Cc1ccc(S(=O)(=O)NC2=C(N3CCN(Cc4ccccc4)CC3)C(=O)c3ccccc3C2=O)cc1	8%	28%	9%	11%	2.2%	0.6%	.	-7%	-5%
O=C(CCN1C(=O)C2C3C=CC(C3)C2C1=O)NCCN1CCCc2ccccc21 (centres undefined)	7%	9%	-3%	7%	1.4%	-2.0%	0.2%	0%	-6%
O=[N+]([O-])c1ccccc1/C=N/n1c(-c2cccnc2)n[nH]c1=S	-3%	26%	4%	18%	0.8%	-1.5%	0.3%	4%	-6%
Cc1ccc(CNC(=O)CCC(=O)Nc2nnc(C3CCCCC3)s2)cc1	5%	21%	-3%	14%	-0.3%	.	1.4%	-6%	-5%
CC(C)(C)NC(=O)c1ccccc1-c1nc2ccccc2s1	-9%	13%	-5%	10%	0.7%	.	-0.1%	-4%	-5%
N#Cc1cc(Nc2c(N)nc[nH]c2=O)c([N+](=O)[O-])cc1C#N	-3%	8%	.	5%	2.7%	.	0.3%	-1%	-1%
CCOc1ccc(NC(=O)N2CCCC2C(=O)NCC2CCCO2)cc1 (centres undefined)	-7%	-3%	-2%	2%	-0.9%	-0.4%	-0.3%	12%	-8%
Cc1cccc(COc2ccccc2C(=O)NC2CCC(O)CC2)c1 (centres undefined)	-5%	11%	-7%	-1%	-1.2%	.	.	.	.
O=C(CC1CCCCC1)NCCS(=O)(=O)N1CCN(c2ccccc2)CC1	-1%	12%	4%	9%	1.9%	.	.	.	.
CCOC(=O)c1ccccc1NC(=O)c1ccc2nc[nH]c2c1	-5%	11%	-5%	9%	0.1%	.	-0.6%	5%	-5%
CCOC(=O)[C@@H]1[C@H]2COc3ccc(Br)cc3[C@@H]2N2C(=O)N(c3cccc(F)c3)C(=O)[C@]12C	-3%	5%	12%	3%	0.1%	.	0.5%	.	.
CC(C)CCN1CCN(Cc2cccc3nonc23)CC1CCO (centres undefined)	1%	-2%	-4%	1%	-1.6%	0.0%	-0.9%	-9%	-3%
Cc1cc(S(=O)(=O)N2CCCC(C(=O)Nc3ccc(C(=O)O)cc3)C2)ccc1Cl (centres undefined)	-6%	4%	0%	-5%	2.1%	-0.8%	0.1%	1%	-5%
O=C1c2ccccc2C(=O)N1CCCc1nc(-c2ccccn2)no1	-5%	5%	31%	9%	0.3%	-2.7%	1.0%	-5%	-1%
COc1ccc(C(=O)COc2ccc3c(C)cc(=O)oc3c2)cc1	2%	6%	-2%	12%	1.4%	.	-0.2%	-2%	-5%
CCOc1ccc(CN(CC)C(=O)c2ccc3c(c2)[nH]c(=O)c(=O)n3CC)cc1OC	1%	24%	3%	4%	-0.1%	.	0.0%	18%	-7%
COCCNc1c(-c2cc3ccc(C)c(C)c3[nH]c2=O)nc2ccccn12	-10%	34%	-4%	?	3.6%	-5.0%	-0.8%	-6%	0%
CCO/C=C1\C(=O)N(c2ccc(OCC)cc2)C(=O)c2ccccc21	5%	3%	-6%	4%	0.6%	0.0%	0.0%	0%	-10%
Cc1ccc(S(=O)(=O)N2[C@@H](c3ccc(F)cc3)C(C(=O)O)=CC[C@H]2c2ccc(Cl)cc2)cc1	9%	13%	1%	9%	6.8%	.	.	.	.
O=C(O)CSc1nnc(COc2ccc(Br)cc2)n1-c1ccccc1	-2%	26%	2%	8%	1.5%	.	0.8%	-2%	-4%
CC(=NCCCN(C)C)C1=C(O)c2ccccc2C1=O	-1%	4%	15%	-4%	1.4%	0.6%	0.3%	7%	-2%
Cc1ccc(C(=O)C[n+]2cc(-c3ccc(C)cc3)n3c2CCCCC3)cc1	1%	4%	15%	0%	0.5%	-1.7%	.	13%	-9%
O=C(CS(=O)(=O)c1ccccc1)NCc1ccco1	-9%	23%	6%	2%	-0.9%	3.2%	0.3%	15%	-6%
COc1ccc2c(CC(=O)OCC(=O)c3ccc(F)cc3)coc2c1	-9%	9%	-9%	4%	2.5%	-0.8%	0.4%	5%	-5%
CCOc1ccccc1-c1ccc(C(=O)NCc2ccccc2)o1	-4%	7%	-3%	10%	14%	-0.4%	-0.3%	1%	-2%
COC(=O)c1cc2ccsc2n1CC(=O)N1CCCc2ccccc21	-3%	8%	0%	5%	0.8%	-0.2%	-0.4%	8%	-4%
CCOc1ccc(CN2CCN(c3ncnc4scc(-c5ccccc5)c34)CC2)cc1	-3%	8%	-5%	.	21%	.	-0.9%	1%	5%
CCN(c1ccccc1)S(=O)(=O)c1ccc(C(=O)Nc2ccncc2)cc1	-10%	3%	3%	2%	11%	.	.	.	.
COc1ccc(N=Nc2ccc(CO)cc2)cc1	-10%	16%	.	-11%	2.2%	.	.	.	.
Cc1cc(CNC(=O)COc2ccccc2)c2ccccc2n1	-4%	13%	3%	-1%	.	-0.6%	-1.2%	-16%	-2%
Cc1nn(C)c(C(=O)Sc2ccccc2)c1[N+](=O)[O-]	-14%	15%	1%	12%	.	.	0.3%	12%	-3%
Cc1nc2ccc(S(=O)(=O)NCC(=O)N3CCc4ccccc4C3)cc2s1	-3%	10%	21%	20%	-0.1%	-3.3%	-0.3%	-9%	0%
CCCC(=O)Nc1ccc2oc(-c3cncc(Br)c3)nc2c1	-2%	4%	-3%	11%	1.2%	0.9%	0.1%	-4%	1%
COc1cccc(NS(=O)(=O)c2ccc3c(c2)n(C)c(=O)c(=O)n3C)c1	6%	9%	-6%	3%	7.7%	-0.7%	0.2%	7%	-4%	NS5 inhibitors pilot replicate=-0.3
Cc1oc2cc3oc(=O)c(CCC(=O)N(C)CC(=O)O)c(C)c3cc2c1C	-1%	8%	-9%	13%	1.8%	.	0.0%	1%	-5%
Cc1cc2cc(C)c3nnc(SCC(=O)NCc4ccc5c(c4)OCO5)n3c2cc1C	1%	0%	-5%	6%	5.4%	-0.5%	0.0%	11%	-4%	NS5 inhibitors pilot replicate=1.5
CC(=O)O[C@H]1C[C@@H]2CC[C@@H]3[C@H](CC[C@@]4(C)[C@H]3C[C@H]([N+]3(C)CCCCC3)[C@@H]4OC(C)=O)[C@@]2(C)C[C@@H]1N1CCCCC1	.	8%	2%	.	-1.7%	.	-0.1%	.	.
COc1ccc(C(=O)NCCSCc2ccc(Cl)cc2)cc1OC	2%	4%	1%	7%	2.3%	.	-0.7%	-7%	-10%	NS5 inhibitors pilot replicate=1.8
Cc1ccc(NC(=O)NC2C(NC(=O)Nc3ccc(C)cc3)N(C)C(=O)N2C)cc1 (centres undefined)	1%	16%	-9%	16%	1.3%	-0.6%	0.9%	2%	-2%
NC(=S)N/N=C1\CCOc2ccc(F)cc21	-8%	3%	-9%	11%	.	.	0.0%	9%	-3%
CC(C)Cn1c(N)c(C=O)c(=O)n(C)c1=O	-12%	11%	4%	5%	2.7%	-4.0%	-0.2%	7%	-6%
COc1ccccc1CC(=O)NCCN1CCCCC1	-3%	13%	-5%	8%	1.7%	.	-1.1%	0%	-13%
Fc1ccc(CSc2ccc(-c3cccs3)nn2)cc1	-5%	6%	2%	7%	0.8%	-1.2%	-0.2%	-2%	-7%
CCOC(=O)c1cnc2c(C)c(Cl)ccc2c1Nc1ccc(S(=O)(=O)Nc2ncccn2)cc1	.	21%	-8%	.	4.2%	8.4%	-0.1%	11%	5%
CC(C)(C)NC(=O)C(c1ccco1)N(C(=O)Cn1nnc(-c2ccc(F)cc2)n1)c1cccc(F)c1 (centres undefined)	-3%	1%	-12%	1%	-1.9%	1.1%	.	-10%	1%
CCCCNC(=O)CSc1nc(O)c(Cc2ccc(OC)cc2)c(=O)[nH]1	-11%	12%	-4%	7%	-0.3%	.	0.5%	-16%	-11%

2 entries drawn at random from those above:
SMILES	NS5 inhibitors	SV40 large T antigen	PhoP inhibition	MgcRacGAP inhibition	RSV CPE inhibition	CSM14.1 death rescue	West Nile antiviral	GPR35 arrestin U2OS	LYP inhibition	others
Cc1ccc(S(=O)(=O)N2[C@@H](c3ccc(F)cc3)C(C(=O)O)=CC[C@H]2c2ccc(Cl)cc2)cc1	9%	13%	1%	9%	6.8%	.	.	.	.
COc1ccccc1CC(=O)NCCN1CCCCC1	-3%	13%	-5%	8%	1.7%	.	-1.1%	0%	-13%
